PP5 primary – blocks human protein phosphatase 5 activity; AID 1987; 0.18% of 320,000 active; P53041; inhibition, % at 6.7 µM; purified PP5c, OMFP substrate fluorescence;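 active = inhibition above the campaign's mean inhibition across all tested compounds plus 3 SD, cut at about 9.5% in these data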;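 note: 0% = DMSO only and 100% = 100 µM cantharidin control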
core dimer inh – blocks dimerization of HCV core protein; AID 1899; TR-FRET GST/Flag-core106 dimerization, 1536-well; 0.33% of 300,000 active; inhibition, % at 5 µM;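 active = inhibition above the mean of all tested compounds plus 3 SD, set per screening campaign, cut at about 45% in these data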
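Assay system: Tagged HCV core106 pair (GST and Flag) | Buffer or medium: KF-containing HEPES buffer, pH 7.45, DTT, CHAPS, BSA | Also added: Eu donor and XL665 acceptor anti-tag antibodies | Dosing: One concentration, 5 µM, in 0.5% DMSO | Timing: 4 h at 22.5 °C | Technique: TR-FRET 671 and 617 nm emission | Repeats: Singlicate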
PP1 counter – PP1-alpha (human) inhibition in PP5 counter-screen; P62136; purified PP1alpha, OMFP fluorescence; inhibition, % at 6.7 µM; 0.9% of 320,000 active; AID 2235;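 active = inhibition above the mean inhibition of all tested compounds plus 3 SD, computed separately for each screening campaign, cut at about 15% in these data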
Target sequence (P62136 whole entry, looked up): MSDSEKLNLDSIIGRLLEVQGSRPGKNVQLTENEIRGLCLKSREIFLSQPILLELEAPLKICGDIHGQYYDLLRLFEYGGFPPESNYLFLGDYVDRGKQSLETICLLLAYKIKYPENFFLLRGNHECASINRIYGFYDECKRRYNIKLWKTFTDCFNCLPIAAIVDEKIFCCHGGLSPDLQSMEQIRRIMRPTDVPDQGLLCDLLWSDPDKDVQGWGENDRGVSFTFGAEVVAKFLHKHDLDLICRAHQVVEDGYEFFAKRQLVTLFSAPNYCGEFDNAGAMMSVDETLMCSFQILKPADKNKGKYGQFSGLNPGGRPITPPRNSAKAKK
procasp7 counter – counter-screen: procaspase-7 (human) activation; P55210; 0.093% of 330,000 active; recombinant procaspase-7, Ac-DEVD-pNA absorbance 405 nm; D23A/D198A/D206A triple mutant, cannot self-cleave; scale: DMSO 0, 5 µM enzyme 100; activation, % at 8.5 µM;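 active = percent activation above the screen-wide mean plus 3 SD, cut at about 25% in these data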
Target sequence (P55210 whole entry D23A/D198A/D206A): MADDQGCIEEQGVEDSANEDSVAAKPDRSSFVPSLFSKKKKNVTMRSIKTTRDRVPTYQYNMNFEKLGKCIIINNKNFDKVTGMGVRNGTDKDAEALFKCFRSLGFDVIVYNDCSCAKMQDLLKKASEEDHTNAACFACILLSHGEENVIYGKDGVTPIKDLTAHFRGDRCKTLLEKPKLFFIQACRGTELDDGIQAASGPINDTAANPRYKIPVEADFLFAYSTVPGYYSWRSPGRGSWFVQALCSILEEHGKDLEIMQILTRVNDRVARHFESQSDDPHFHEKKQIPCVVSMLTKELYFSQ
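Material: Procaspase-7 triple mutant (PC-7 D3A) | Quantity: 2 µM procaspase-7 mutant as dispensed | Reagent: DEVD-pNA substrate | Times: 1 h preincubation, 2 h reaction | Technique: 405 nm absorbance of p-nitroaniline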
CTSL1 counter – cathepsin L1 inhibition, PFM18AAP counter-screen | recombinant F. hepatica cathepsin L1, Z-Leu-Arg-MCA fluorescence | inhibition, % at 5.96 µM | 0.49% of 300,000 active;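 active = inhibition above the mean of all tested compounds plus 3 SD, set per screening campaign, cut at about 17% in these data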;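 note: 0% = plate median of test compound wells and 100% = 1 µM Z-Phe-Ala-diazomethylketone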
TPT1 inhibitor – blocks Candida albicans tRNA 2'-phosphotransferase; 0.81% of 300,000 active; AID 1962; inhibition, % at 5 µM; recombinant caTPT1, FP RNA substrate dephosphorylation;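 active = inhibition above the mean of all tested compounds plus 3 SD, set per screening campaign, cut at about 24% in these data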;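 note: plate controls were DMSO alone for no effect and ferristatin control at 100 nM for full effect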
AHR act – human AHR activation; AHR-responsive luciferase reporter cells, luminescence; activation, % at 5 µM; AID 2796; 2.5% of 320,000 active; P35869; in the data active = activation above about 47%;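 note: 0% = vehicle wells and 100% = reference agonist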
PAFAH2 inh – PAFAH2 (human) inhibition; recombinant PAFAH2, FP-rhodamine activity probe, fluorescence polarization; inhibition, % at 3.39 µM; 0.99% of 340,000 active; AID 492956;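 active = inhibition above the mean over all tested compounds plus 3 SD, cut at about 30% in these data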;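 note: inhibitors block probe labeling of enzyme so polarization drops; 0% = enzyme with DMSO and 100% = wells lacking PAFAH2 protein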
proCasp3 act – activators of human procaspase-3; P42574; recombinant procaspase-3 D3A, Ac-DEVD-pNA absorbance 405 nm; activation, % at 8.5 µM; 0.11% of 330,000 active; AID 463141;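 active = activation above the mean of all tested compounds plus 3 SD, cut at about 21% in these data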;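 note: 0% = DMSO alone and 100% = DMSO wells spiked with extra 5 µM PC-3 D3A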
Target sequence (P42574 whole entry D9A/D28A/D175A): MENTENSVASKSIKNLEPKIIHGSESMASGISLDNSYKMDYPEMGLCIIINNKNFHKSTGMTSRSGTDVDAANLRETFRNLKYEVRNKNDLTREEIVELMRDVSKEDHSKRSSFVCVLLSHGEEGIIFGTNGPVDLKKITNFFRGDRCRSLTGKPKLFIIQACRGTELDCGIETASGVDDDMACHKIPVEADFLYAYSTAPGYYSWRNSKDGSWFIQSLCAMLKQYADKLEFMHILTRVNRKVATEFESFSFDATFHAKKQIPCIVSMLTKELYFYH
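Test system: Procaspase-3 D3A mutant; medium: Zinc-free HEPES/NaCl buffer with 0.01% Triton X-100 at pH 7.4; reagent: DEVD-pNA substrate; doses: one concentration, 8.5 µM nominal, 0.8% DMSO; times: 1 h preincubation plus 2 h reaction at 25 °C; signal: Epi-absorbance at 405 nm of released p-nitroaniline, 0 and 120 min; replicates: singlicate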
Starred values were filed as active, the others as inactive; & = joins results of further samples. Rows were taken by chance. About 5.6% of those tested had a hit in this group.

Results for CCC(COC)NC(=O)CCc1nnc(Cc2cccc(C(F)(F)F)c2)o1 (stereo not drawn) ?
PP5 primary: -2.1; core dimer inh: 0; PP1 counter: 0; procasp7 counter: -4; CTSL1 counter: -12; TPT1 inhibitor: -1; AHR act: 4; PAFAH2 inh: 5; proCasp3 act: 7

What do the screens show for `O=C(N/N=C/c1cccnc1)c1cccc(S(=O)(=O)Nc2cccc(Cl)c2)c1`?
PP5 primary: 0.6; core dimer inh: -16; PP1 counter: -3; procasp7 counter: 8; CTSL1 counter: 3; TPT1 inhibitor: 2; AHR act: 22; PAFAH2 inh: 7; proCasp3 act: -2

Results for COc1ccc(CCNC(=O)c2ccc(OCC(=O)N3CCOCC3)c(OC)c2)cc1 ?
PP5 primary: -0.8; core dimer inh: 4; PP1 counter: -4; procasp7 counter: -3; CTSL1 counter: -3; TPT1 inhibitor: 1; AHR act: -1; PAFAH2 inh: 6; proCasp3 act: 7

What do the screens show for `CC(C)Sc1nnc(SCC(=O)N(C)C2CCS(=O)(=O)C2)s1` (stereo not drawn)?
PP5 primary: 1.5; PP1 counter: -1; procasp7 counter: 6; AHR act: 0; PAFAH2 inh: -6; proCasp3 act: 4

Results for O=C(O)c1ccc(Cn2cc(Cl)cn2)cc1 ?
PP5 primary: -0.1; core dimer inh: -3; PP1 counter: 4; procasp7 counter: -7; CTSL1 counter: 4; TPT1 inhibitor: -5; AHR act: 5; PAFAH2 inh: -7; proCasp3 act: -2

How did CSc1ccc(/C=N/NC(=O)c2ccc(C)c(C)c2)cc1 do in these assays?
PP5 primary: 0.3; core dimer inh: 2; PP1 counter: 7; procasp7 counter: 6; CTSL1 counter: 0; TPT1 inhibitor: -3; AHR act: 15; PAFAH2 inh: -7; proCasp3 act: 4

What do the screens show for `COc1ccc(C(=S)N2CCN(S(=O)(=O)c3ccccc3)CC2)cc1`?
PP5 primary: -0.3; core dimer inh: 12; PP1 counter: -2; procasp7 counter: -1; CTSL1 counter: 0; TPT1 inhibitor: -5; AHR act: -1; PAFAH2 inh: -6; proCasp3 act: -1

What do the screens show for `NC(=O)C1CCN(C(=O)CN2CCc3ccccc32)CC1`?
PP5 primary: 0.5; core dimer inh: -2; PP1 counter: -3; procasp7 counter: -9; CTSL1 counter: -2; TPT1 inhibitor: 1; AHR act: 12; PAFAH2 inh: -6; proCasp3 act: -4

Results for COc1cccc(CNC(=O)COC(=O)/C=C/c2ccc(SC)cc2)c1 ?
procasp7 counter: 0; AHR act: 0; PAFAH2 inh: 15; proCasp3 act: 2

What do the screens show for `Cc1ccc(CCNC(=O)Cn2ncc3c([nH]c4ccccc43)c2=O)cc1`?
PP5 primary: 1.1; core dimer inh: -16; PP1 counter: -3; procasp7 counter: 7; CTSL1 counter: 9; TPT1 inhibitor: 1; AHR act: 3; PAFAH2 inh: -15; proCasp3 act: 7

What do the screens show for `NCCc1c(C(=O)O)[nH]c2ccc([N+](=O)[O-])cc12`?
PP5 primary: 0.0; core dimer inh: -1; PP1 counter: 0; procasp7 counter: 6; CTSL1 counter: -1; TPT1 inhibitor: -3; AHR act: 0; PAFAH2 inh: 2; proCasp3 act: 3

Results for NC(N)=NC(=O)c1nc(Cl)c(N)nc1N ?
PP5 primary: 3.9&3.9&1.9; core dimer inh: -5&-14&-5; PP1 counter: -2&0&3; procasp7 counter: 2&2&2; CTSL1 counter: 4&3&2; TPT1 inhibitor: 5&-6&-3; AHR act: 7&3&1; PAFAH2 inh: -1&1&-8; proCasp3 act: -3&-6&12

Random excerpt: two records from the list, in no set order.
What do the screens show for `NCCc1c(C(=O)O)[nH]c2ccc([N+](=O)[O-])cc12`?
PP5 primary: 0.0; core dimer inh: -1; PP1 counter: 0; procasp7 counter: 6; CTSL1 counter: -1; TPT1 inhibitor: -3; AHR act: 0; PAFAH2 inh: 2; proCasp3 act: 3

What do the screens show for `Cc1ccc(CCNC(=O)Cn2ncc3c([nH]c4ccccc43)c2=O)cc1`?
PP5 primary: 1.1; core dimer inh: -16; PP1 counter: -3; procasp7 counter: 7; CTSL1 counter: 9; TPT1 inhibitor: 1; AHR act: 3; PAFAH2 inh: -15; proCasp3 act: 7

(continued)
What do the screens show for `NS(=O)(=O)c1ccc(NC(=O)COC(=O)c2ccc(Cl)cc2[N+](=O)[O-])cc1`?
PP5 primary: 2.8; core dimer inh: -3; PP1 counter: 2; procasp7 counter: -4; CTSL1 counter: 0; TPT1 inhibitor: -3; AHR act: 0; PAFAH2 inh: -2; proCasp3 act: 9

How did COc1ccc(N=C2S/C(=C\c3cc(C)n(C)c3C)C(=O)N2CC(C)C)cc1 do in these assays?
PP5 primary: 2.4; core dimer inh: 5; PP1 counter: -1; procasp7 counter: 6; CTSL1 counter: 2; TPT1 inhibitor: 1; AHR act: 2; PAFAH2 inh: 4; proCasp3 act: 6

Results for CC(C)CN(C(=O)COC(=O)c1cccnc1Cl)c1c(N)n(Cc2ccccc2)c(=O)[nH]c1=O ?
PP5 primary: 0.1; core dimer inh: -5; PP1 counter: -4; procasp7 counter: 1; CTSL1 counter: -9; TPT1 inhibitor: -5; AHR act: 5; PAFAH2 inh: 1; proCasp3 act: 3

Results for COc1ccc(CC(=O)NCc2cccs2)cc1OC ?
PP5 primary: 1.4; core dimer inh: -4; PP1 counter: -3; procasp7 counter: 12; CTSL1 counter: 1; TPT1 inhibitor: 2; AHR act: 4; PAFAH2 inh: 3; proCasp3 act: 2

How did COCCn1c(SCC(=O)Nc2nc3ccccc3s2)nnc1-c1ccoc1C do in these assays?
PP5 primary: 0.8; core dimer inh: -1; PP1 counter: -1; procasp7 counter: -4; CTSL1 counter: -2; TPT1 inhibitor: 4; AHR act: 17; PAFAH2 inh: 8; proCasp3 act: 5

Results for Cc1cc(Cl)ccc1NC(=S)N1CCN(Cc2ccccc2)CC1 ?
PP5 primary: -0.6; core dimer inh: 0; PP1 counter: 0; procasp7 counter: 0; CTSL1 counter: 1; TPT1 inhibitor: -3; AHR act: 5; PAFAH2 inh: 6; proCasp3 act: 4

Results for CC1CCC2(CC1)NC(=O)N(CC(=O)Nc1ccc(C(N)=O)cc1)C2=O (stereo not drawn) ?
procasp7 counter: 5; AHR act: -2; PAFAH2 inh: 1; proCasp3 act: 6

What do the screens show for `CC(SCc1ccccc1)C(=O)N/N=C/c1cccs1` (stereo not drawn)?
PP5 primary: 0.8; core dimer inh: 4; PP1 counter: -3; procasp7 counter: -5; CTSL1 counter: 4; TPT1 inhibitor: 1; AHR act: 11; PAFAH2 inh: -3; proCasp3 act: 2

Results for Cc1nc2ccc(NS(=O)(=O)c3ccccc3Cl)cc2s1 ?
PP5 primary: 1.0; PP1 counter: -3; procasp7 counter: -3; AHR act: 3; PAFAH2 inh: 9; proCasp3 act: 4

What do the screens show for `O=C(OCCCc1ccncc1)c1ccc(S(=O)(=O)N2CCOCC2)cc1`?
PP5 primary: 0.4; core dimer inh: 1; PP1 counter: -5; procasp7 counter: -6; CTSL1 counter: 0; TPT1 inhibitor: 0; AHR act: 0; PAFAH2 inh: 2; proCasp3 act: 4

Results for O=C1c2c(O)cccc2Cc2cccc(O)c21 ?
PP5 primary: 1.8; core dimer inh: 59*; PP1 counter: 35*; procasp7 counter: -3; CTSL1 counter: 3; TPT1 inhibitor: -8; AHR act: -2; PAFAH2 inh: 4; proCasp3 act: -1

How did CC(C)NC(=O)c1cc2ccccc2o1 do in these assays?
PP5 primary: -0.2; core dimer inh: -2; PP1 counter: 2; procasp7 counter: 4; CTSL1 counter: 4; TPT1 inhibitor: -1; AHR act: 3; PAFAH2 inh: -6; proCasp3 act: -1

Results for O=C(COc1ccccc1[N+](=O)[O-])N/N=C/C=C/c1ccco1 ?
PP5 primary: 3.7; core dimer inh: 3; PP1 counter: -1; procasp7 counter: -10; CTSL1 counter: 3; TPT1 inhibitor: -6; AHR act: 7; PAFAH2 inh: 10; proCasp3 act: -2

How did CCOC(=O)c1c(-c2ccc(C)o2)csc1NC(=O)CN1CCC(C(N)=O)CC1 do in these assays?
PP5 primary: 3.2; core dimer inh: 4; PP1 counter: 1; procasp7 counter: -33; CTSL1 counter: 4; TPT1 inhibitor: 5; AHR act: 12; PAFAH2 inh: -2; proCasp3 act: -16

What do the screens show for `CCc1nc(SCC(=O)Nc2cccc(C(F)(F)F)c2)c2c(=O)n(C)c(=O)n(C)c2n1`?
PP5 primary: 2.5; core dimer inh: 23; PP1 counter: 3; procasp7 counter: 2; CTSL1 counter: 5; TPT1 inhibitor: -4; AHR act: 3; PAFAH2 inh: 3; proCasp3 act: 8

How did O=C(CSCc1ccc(Cl)cc1)Nc1ccc(Br)cc1C(=O)O do in these assays?
PP5 primary: -1.8; core dimer inh: -2; PP1 counter: 3; procasp7 counter: 3; CTSL1 counter: -1; TPT1 inhibitor: 0; AHR act: -1; PAFAH2 inh: 8; proCasp3 act: -5

What do the screens show for `Cc1ccc(S(C)(=O)=O)cc1C(=O)Nc1ccc(S(=O)(=O)Nc2nccs2)cc1`?
PP5 primary: 2.0; PP1 counter: -4; procasp7 counter: 3; AHR act: 1; PAFAH2 inh: -2; proCasp3 act: 1

What do the screens show for `O=C(OCCN1CCCCC1)c1cccc(Cl)c1`?
PP5 primary: 4.1; core dimer inh: 3; PP1 counter: -8; procasp7 counter: -5; CTSL1 counter: 10; TPT1 inhibitor: 3; AHR act: 0; PAFAH2 inh: -6; proCasp3 act: 1

What do the screens show for `O=C(Nc1ccc(-c2nc3cc(Cl)ccc3o2)cc1)C1CCCO1` (stereo not drawn)?
PP5 primary: 3.2; core dimer inh: 4; PP1 counter: -1; procasp7 counter: 11; CTSL1 counter: -2; TPT1 inhibitor: -1; AHR act: 55*; PAFAH2 inh: -10; proCasp3 act: 5

What do the screens show for `O=C(Nc1ccc2c(c1)OCO2)c1c(F)cccc1F`?
PP5 primary: 0.3; core dimer inh: 5; PP1 counter: -5; procasp7 counter: 9; CTSL1 counter: 8; TPT1 inhibitor: 4; AHR act: 40; PAFAH2 inh: 4; proCasp3 act: -2

Results for Cc1ccccc1-c1ccc(C(=O)Nc2cccc(F)c2)o1 ?
PP5 primary: 1.5; core dimer inh: -5; PP1 counter: 5; procasp7 counter: -8; CTSL1 counter: 4; TPT1 inhibitor: 2; AHR act: 21; PAFAH2 inh: 1; proCasp3 act: -2

What do the screens show for `Cc1cc(C)n(-c2cc(=O)n(C)c(=O)n2C)n1`?
PP5 primary: 1.5; core dimer inh: -3; PP1 counter: 0; procasp7 counter: 8; CTSL1 counter: 1; TPT1 inhibitor: -2; AHR act: -2; PAFAH2 inh: 0; proCasp3 act: 4

Results for C[C@H](NC(N)=O)C(=O)N1CCN(S(=O)(=O)c2ccc3ccccc3c2)CC1 ?
PP5 primary: -1.5; core dimer inh: 2; PP1 counter: -2; procasp7 counter: -13; CTSL1 counter: 3; TPT1 inhibitor: 0; AHR act: 0; PAFAH2 inh: 9; proCasp3 act: 3

Results for COC(=O)c1cc2sccc2n1Cc1nc(-c2ccc(Cl)cc2)oc1C ?
PP5 primary: 2.7; core dimer inh: -1; PP1 counter: -6; procasp7 counter: 12; CTSL1 counter: -3; TPT1 inhibitor: 2; AHR act: 2; PAFAH2 inh: -15; proCasp3 act: -2

Compound activity from PubChem.
